Screens from PubChem.
PriA SSB inh: blocks PriA binding to SSB C-terminal tail; AlphaScreen SSBct-PriA binding, biotinylated peptide; inhibition, % at 33 µM; actives 0.6% (n = 430,000); AID 1272365; in the data active means inhibition mostly above about 37%, no sharp cut-off; inactive means mostly below about 20%;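 further: plate controls were negative control peptide for no effect and reference peptide for full effect; strong numbers were not always called active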
* hit, by the source's call; & = joins results of further samples.

structure	PriA SSB inh
COc1ccc(S(=O)(=O)NCCC(CCO)c2ccccc2)c(C)c1 (configuration not stated)	-10.0
O=C(NCC(O)c1ccoc1)Nc1c(F)cccc1F (configuration not stated)	1.0
O=C(Cn1cnc2c(cnn2C2CCS(=O)(=O)C2)c1=O)N1CCc2ccccc21 (configuration not stated)	-1.0
CC(C)(C)OC(=O)N1CC(Oc2ccccn2)C1	-9.0
Cc1noc(-c2c(NC(=O)CN3C(=O)CCC3=O)sc3c2CCOC3)n1	-19.0
O=C(Nc1ccc2c(c1)N(C(=O)[C@@H]1CCCO1)CC2)c1ccco1	-5.0
Cc1cc(OC2CCN(C(=O)Cn3cc(-c4ccc(F)cc4)cn3)CC2)cc(=O)n1C	-8.0
CC(=NNc1ccccn1)c1ccc2c(c1)OCO2	-7.5
NC(=NOC(=O)Nc1ccc(Cl)cc1)c1ncc(C(F)(F)F)cc1Cl	-8.9
O=C(c1cccc2ccccc12)N1CCN=C1SCc1cccc(C(F)(F)F)c1	-7.0
Cn1c(C2CCCN(S(C)(=O)=O)C2)nn(CC(=O)Nc2ccccc2)c1=O (configuration not stated)	-20.0
CC(C)C(=O)N1CCCc2ccc(NC(=O)C(=O)NCc3ccc4c(c3)OCO4)cc21	-10.0
O=S(=O)(Cc1ccccc1)NCCn1ccnc1-c1ncccn1	-17.0
O=C1c2cccc3cccc(c23)C(=O)N1CCCSc1nnc(-c2cccnc2)n1-c1ccccc1	1.0
O=C(Nc1nc2c(Cl)ccc(Cl)c2s1)C1CCCN1S(=O)(=O)c1ccc(F)cc1 (configuration not stated)	8.0
Cn1cnnc1S(=O)(=O)C1CCN(C(=O)CCc2ccccc2Br)CC1	-6.0
Fc1ccc(C=NN2CCOCC2)c(F)c1	-9.3
O=C1CC(NC(=O)C2CCC2)CN1 (configuration not stated)	-8.0
CCOCC(=O)Nc1cc(C)nn1-c1ncnc2c1cnn2-c1cccc(Cl)c1	1.0
COc1ccc(-c2cc3c(SCc4cc(C)ccc4C)nccn3n2)cc1	-18.0
CC[C@@](CNC(=O)c1ccccc1Cl)(OC)c1ccccc1	0.0
N#CCCN1C(=O)COc2ccccc21	-9.0
NC(=S)N/N=C/c1cn(CCC(=O)O)nc1-c1cccc([N+](=O)[O-])c1	14.0
COc1ccc(CCNC(=O)CSc2nc3ccccc3c(=O)n2CC2CCC(C(=O)NCc3ccco3)CC2)cc1OC (configuration not stated)	-13.0
O=C(NN=Cc1ccccc1)c1ccc(CN2C(=O)c3cccc4cccc2c34)cc1	-22.0
CCSc1ccc(C(=O)Nc2cc(C)nn2-c2ccccc2)cc1	-10.0&-4.0
CCOC(=O)c1c(-c2ccccc2Cl)csc1NC(=O)CSC(=S)N(CC)CC	-7.0
O=C(NN=Cc1c(F)cccc1Cl)c1cc(C2CC2)[nH]n1	11.2
CCCOc1cc(O)c(-c2n[nH]c(C)c2Oc2ccccc2)cc1CC	11.0
N#Cc1ccccc1C=NNc1nc(-c2ccccc2)c2cc(Br)ccc2n1	-11.9
CCOc1cccc(-c2c(C(=O)NN=Cc3cccs3)nnn2-c2nonc2N)c1	-1.6
CCC(C(=O)Nc1cc(C)nn1-c1nc(-c2ccc3c(c2)OCO3)cs1)c1ccccc1 (configuration not stated)	-8.0
COc1ccc(C=NNc2cc(N3CCOCC3)nc(C)n2)c(OC)c1	15.7
Cc1cc(C(=O)Nc2cnoc2)c(C)o1	-11.0
CC(/C=C/c1ccco1)=NNC(=O)c1cc(C)[nH]n1	1.3
O=C(COc1ccc(F)cc1F)NCCOc1cccc(C(F)(F)F)c1	-22.0
COc1ccccc1NC(=O)NCCn1nc(-c2ccc(C)cc2)ccc1=O	-2.0
COc1ccc(-c2nnc3ccc(OCCNC(=O)c4ccco4)nn23)cc1OC	-16.0
COc1ccccc1Nc1nc(-c2ccccc2)c(C)s1	-25.0
CC12CN([N+](=O)[O-])C3(C#N)CC1CCC23C (configuration not stated)	-8.0
COc1ccc(C(C)=O)cc1NC(=O)C1=Cc2cc(Cl)ccc2OC=C1	-2.0
O=C(Nc1ccc2c(c1)CN(C(=O)C1CC1)CC2)c1ccc(Br)o1	-4.0
COCCCNC(=O)C(=O)NCC1CCCN1S(=O)(=O)c1ccc(OC)cc1 (configuration not stated)	-10.0
CS(=O)(=O)c1ccc(CCC(=O)N2CC[C@H](n3ccnn3)C2)cc1	-11.0
CC(=NNC(=O)c1ccccc1OCc1ccc(F)cc1)c1ccccn1	-2.7
Cc1nnc(SCC(=O)N(C(C)C)C(C)C)c2c1cnn2-c1ccc(F)cc1	2.0
Cc1ccnc2c(=O)cc[nH]c12	104.0*
O=C1CCCN1c1cccc(NS(=O)(=O)c2cccs2)c1	-13.0
CCOC(=O)c1csc(NC(=O)c2ccc(=O)n(Cc3cccc(F)c3)n2)n1	-4.0
CCN(CC)c1ccc(C=NN2C(=O)c3ccccc3C2=O)c(O)c1	15.6

Overlap with the part before: 5 compounds, then new ones.
structure	PriA SSB inh
Cc1nnc(SCC(=O)N(C(C)C)C(C)C)c2c1cnn2-c1ccc(F)cc1	2.0
Cc1ccnc2c(=O)cc[nH]c12	104.0*
O=C1CCCN1c1cccc(NS(=O)(=O)c2cccs2)c1	-13.0
CCOC(=O)c1csc(NC(=O)c2ccc(=O)n(Cc3cccc(F)c3)n2)n1	-4.0
CCN(CC)c1ccc(C=NN2C(=O)c3ccccc3C2=O)c(O)c1	15.6
C=CCN1C(=O)C(C)(C)COc2ccc(NS(=O)(=O)Cc3ccccc3F)cc21	-2.0
Cc1cc2ncc3c(n2n1)CCN(C(=O)c1cc(=O)c2ccccc2o1)C3	-3.0
COc1cc(C=NNC2=NC(C)(C)Cc3ccccc32)cc(OC)c1OC	-1.4
Cn1cnc(S(=O)(=O)NCCNC(=O)C(c2ccccc2)c2ccccc2)c1	1.0
O=C(NCC[C@H](O)c1ccoc1)C(=O)Nc1ccc2c(c1)OCO2	4.0
COc1cc(OC)c(NC(=O)CSc2cc(-c3ccccn3)nc(C)n2)cc1Cl	-9.0
O=C(CC(=O)NC1CCCCC1)NN=Cc1cccc2ccccc12	-7.5
COc1cc(C(=O)Nc2ncn[nH]2)ncn1	-20.0
O=C(c1ccc2nc[nH]c2c1)N1CCc2nc3ccccn3c(=O)c2C1	-9.0
Oc1ccccc1C=NNc1nc2ccccc2o1	-11.5
CCOc1cc(S(=O)(=O)NCCN2CCOCC2)ccc1F	-14.0
Cc1cccc(-c2noc(CN3C(=O)COc4ccccc43)n2)c1	-11.0
CCc1ccc(-c2cc3c(=O)n(Cc4nc(-c5ccc(Cl)cc5)oc4C)ccn3n2)cc1	-7.0
COc1ccc(C(=O)N2CCN(c3ccc(-c4cccnc4)nn3)CC2)c(OC)c1	-6.0
Cc1ccccc1NC(=O)Cn1c(=O)c(N2CCCCC2)nc2ccccc21	-2.0
CC1=C(C)C(=NOC(=O)/C=C/c2ccccc2)C=CC1=O	-4.9
Cc1ncn(CC(=O)N2CCCC(Oc3nccnc3C#N)C2)c(=O)c1C (configuration not stated)	-19.0
O=C(Cn1ncc2c(c1=O)N(CC1CC1)C(=O)CS2)Nc1ccc(F)c(Cl)c1	-22.0
COc1cc([N+](=O)[O-])ccc1NC(=O)CCSc1ccc(F)cc1	11.0
CCOC(=O)c1ccc2[nH]cc(S(=O)(=O)c3ccc(C)cc3)c(=O)c2c1	10.0
CC(C)(C)c1ccc(S(=O)(=O)NCc2ccc(C(=O)Nc3ccc4c(c3)OCO4)cc2)cc1	-12.0&-11.0
CC(C)(C)c1cc(NC(=O)C2CN(C(=O)c3cnccn3)C2)on1	-19.0
CCOC(=O)c1c(S(=O)(=O)N2CCN(c3ccccc3Cl)CC2)n[nH]c1CC	5.0
Cn1nc(N2CCCC(C(=O)N3CCN(c4ccccn4)CC3)C2)ccc1=O (configuration not stated)	1.0

3 compounds out of the list, sorted by heavy-atom count, falling:
structure	PriA SSB inh
COc1ccc(C(C)=O)cc1NC(=O)C1=Cc2cc(Cl)ccc2OC=C1	-2.0
O=C(NCC(O)c1ccoc1)Nc1c(F)cccc1F (configuration not stated)	1.0
CC(C)(C)OC(=O)N1CC(Oc2ccccn2)C1	-9.0

New compounds follow:
structure	PriA SSB inh
COc1ccc(Cl)cc1NC(N)=Nc1nc(C)cc(C)n1	-3.1
CC(=NN=C1NC(=O)C(C)S1)c1ccco1 (configuration not stated)	7.7
O=C(NCCC(O)c1cccc2ccccc12)C1CC1 (configuration not stated)	-10.0
Cc1cc(OC2CN(C(=O)c3c4ccc(Br)cc4nn3C)C2)cc(=O)n1C	-4.0
COc1ccc(SCC2CCN(C(=O)Cc3ccc(F)cc3)CC2)cc1	-8.0
CCCCC1CCC(C(=O)Nc2cc(=O)n(C)c(=O)n2C)CC1 (configuration not stated)	-11.0
CCS(=O)(=O)c1ccc(C(=O)Nc2nc(-c3ccccc3)c(C(=O)c3ccccc3)s2)cc1	10.0
COc1ccc(CCS(=O)(=O)NC[C@H](O)c2csc3ccccc23)cc1	-7.0
O=C(CNC(=O)c1ccccn1)NN=Cc1ccccc1	-14.2
O=S(=O)(NCCn1ccnc1-c1ccccn1)c1ccccc1Br	8.0
Cc1nc(-c2cccnc2)sc1-c1ccc(SCC(=O)Nc2ccc(F)c(F)c2)nn1	-7.0
O=C(OCc1nc2ccccc2s1)c1cc(Cl)cc(Cl)c1	-14.0

In the list so far, these have a nitro group on carbon:
structure	PriA SSB inh
NC(=S)N/N=C/c1cn(CCC(=O)O)nc1-c1cccc([N+](=O)[O-])c1	14.0
COc1cc([N+](=O)[O-])ccc1NC(=O)CCSc1ccc(F)cc1	11.0

(further entries)
structure	PriA SSB inh
CC(=O)Nc1ccc2nc(NC(=O)CSc3ccc(F)cc3)sc2c1	-7.0
CCn1nnc2c(=O)n(CC(=O)Nc3ccc4c(c3)OCCO4)cnc21	-6.0
CC(C)c1nnc(SCC(N)=O)c2c1cnn2-c1ccc(F)cc1	8.0
Cc1cc(N(C)C)nc(CNS(=O)(=O)Cc2ccccc2)n1	3.0
CC(/C=C/c1ccc(N(C)C)cc1)=NN=C1NC(=O)CC(C(=O)Nc2ccc(Cl)cc2)S1 (configuration not stated)	42.5
O=C(CSc1ccc(NC(=O)c2ccccc2)nn1)Nc1ccc2c(c1)OCO2	0.0
COCCOc1ccc(C(=O)N2C3CCC2CC(SC)C3)cc1 (configuration not stated)	-1.0
Cn1cc(OCc2ccc(F)cc2)c(=O)cc1C(=O)N1CCN(C(=O)c2ccco2)CC1	-14.0
Cc1ccc(C)c2sc(N3CCNCC3)nc12	9.0
CN(c1ccc(F)cc1)S(=O)(=O)c1ccsc1-c1nc(-c2ccccc2)no1	-7.0
Cc1ccnc(Nc2cc(N3CCN(S(=O)(=O)N(C)C)CC3)nc(C)n2)c1	-1.0
CC(=O)N1CCc2c(sc(NC(=O)Cc3ccc4c(c3)OCO4)c2C#N)C1	-17.0
O=C(NCCNc1cc(-n2cccc2)ncn1)Nc1cccc(C(F)(F)F)c1	-7.0
NC(=NOC(=O)c1ccc2c(c1)OCO2)c1cccnc1	4.0
C#CCOc1c(Cl)cc(C=NO)cc1OC	3.8
O=C(CSc1nnc(-c2cccs2)n1-n1cccc1)Nc1ccc(OC(F)F)cc1	-2.0
CC(C)(C)c1ccc(NC(=O)NNC(=O)c2cccn(Cc3cccc(F)c3)c2=O)cc1	-7.0
COc1ccc(C2(CNS(=O)(=O)c3ccc(NC(C)=O)cc3C)CCCC2)cc1	1.0
CCOC(=O)N1CCN(C(=O)CSc2ccc(-n3nc(C)cc3C)nn2)CC1	-3.0
CCOc1ccc(S(=O)(=O)N=C(Nc2ccc(C(C)=O)cc2)c2ccccc2)cc1	-3.1
CCn1cccc(-c2nnc(SCC(=O)Nc3ccc4c(c3)OCO4)n2C)c1=O	-3.0
O=C(O)c1ccc(CNS(=O)(=O)c2c(F)cccc2F)cc1	-14.0
Cc1c(C(=O)O)cccc1-c1ccc(C=NNc2ccc(Br)cc2)o1	0.6
CCOC(=O)Cc1csc(NC(=O)CN2CC(c3nc(-c4ccccc4OC)no3)C2)n1	0.0
O=[N+]([O-])c1cc(C=NO)ccc1Sc1ccccc1	22.8
Cc1noc(C)c1CC(=O)NCC(C)(O)c1cc2ccccc2s1 (configuration not stated)	-9.0
CN(C)c1ccc(C(CNC(=O)C(=O)NCc2ccccc2Cl)N2CCCC2)cc1 (configuration not stated)	22.0
Fc1ccc(C=NNc2nc3ccccc3[nH]2)cc1F	-8.0
CCOc1cccc2cc(C(=O)Nc3nnc(-c4cccc(S(C)(=O)=O)c4)o3)oc12	-17.0
CCOC(=O)c1ccccc1NC(=O)Cn1cnc2c(cnn2-c2ccc(C)cc2C)c1=O	20.0
Cn1c(O)c(C=C2C=Nc3ccccc32)c(=O)n(C)c1=O	-7.4
CO[C@@H](CNC(=O)CCc1ccccc1F)c1ccccc1C	-1.0
O=c1cccnn1CCCNS(=O)(=O)c1cccc(F)c1	-4.0
O=C(Nc1ccccc1-c1nc2ccccc2o1)c1cc(-c2cccs2)nc2ccccc12	-16.0&-6.0
Cc1cc(OC2CN(C(=O)c3ccc(Cl)cc3Cl)C2)cc(=O)n1C	5.0
Cc1ccccc1Oc1ccc(S(=O)(=O)N2CCC(N3CC[C@H](O)C3)CC2)cc1	5.0
Cc1cc(C)n(CCN2CCCN(S(=O)(=O)c3ccc4c(c3)CCCC4)CC2)n1	4.0
O=C(NCC[C@H](O)C1CCOCC1)c1c(F)cccc1F	-2.0
Cc1c(Cl)cccc1S(=O)(=O)N1CCC(Cn2ccnc2)CC1	6.0
CN(C)C=Nc1ncc(-c2ncc(C(F)(F)F)cc2Cl)cn1	8.1
Nc1nnnn1N=Cc1cccc(O)c1	-6.1
COc1ccc2nc(N(CCCN(C)C)C(=O)CCCSc3ccccc3)sc2c1	16.0
COc1c[nH]c(C(=O)Nc2cc(C)cc(C)c2)cc1=O	3.0
COc1ccc(NC(=O)C(=O)NC[C@@H](c2ccc(F)cc2)N2CCOCC2)c(OC)c1	-8.0
CN1CCN(c2ccc(-c3ccc(NC(=O)c4cccc5ccccc45)cc3)nn2)CC1	4.0

The list is partial. The share of hits here may be higher or lower than overall.
